EPAC2 agonist = EPAC2 (human) agonism. Q8WZA2. EPAC2 activation, biochemical qHTS; response scale: 100% = 6.5 mM cAMP response. Potency, µM (top dose mostly 154 µM), inactives show top-dose activation, usual class: activators. 360,000 tested, 0.079% active. AID 720711; further: potency means the concentration at half of the fitted maximal effect; nearly all actives have a fitted effect of over 50% in size
Target sequence (Q8WZA2 whole entry, looked up): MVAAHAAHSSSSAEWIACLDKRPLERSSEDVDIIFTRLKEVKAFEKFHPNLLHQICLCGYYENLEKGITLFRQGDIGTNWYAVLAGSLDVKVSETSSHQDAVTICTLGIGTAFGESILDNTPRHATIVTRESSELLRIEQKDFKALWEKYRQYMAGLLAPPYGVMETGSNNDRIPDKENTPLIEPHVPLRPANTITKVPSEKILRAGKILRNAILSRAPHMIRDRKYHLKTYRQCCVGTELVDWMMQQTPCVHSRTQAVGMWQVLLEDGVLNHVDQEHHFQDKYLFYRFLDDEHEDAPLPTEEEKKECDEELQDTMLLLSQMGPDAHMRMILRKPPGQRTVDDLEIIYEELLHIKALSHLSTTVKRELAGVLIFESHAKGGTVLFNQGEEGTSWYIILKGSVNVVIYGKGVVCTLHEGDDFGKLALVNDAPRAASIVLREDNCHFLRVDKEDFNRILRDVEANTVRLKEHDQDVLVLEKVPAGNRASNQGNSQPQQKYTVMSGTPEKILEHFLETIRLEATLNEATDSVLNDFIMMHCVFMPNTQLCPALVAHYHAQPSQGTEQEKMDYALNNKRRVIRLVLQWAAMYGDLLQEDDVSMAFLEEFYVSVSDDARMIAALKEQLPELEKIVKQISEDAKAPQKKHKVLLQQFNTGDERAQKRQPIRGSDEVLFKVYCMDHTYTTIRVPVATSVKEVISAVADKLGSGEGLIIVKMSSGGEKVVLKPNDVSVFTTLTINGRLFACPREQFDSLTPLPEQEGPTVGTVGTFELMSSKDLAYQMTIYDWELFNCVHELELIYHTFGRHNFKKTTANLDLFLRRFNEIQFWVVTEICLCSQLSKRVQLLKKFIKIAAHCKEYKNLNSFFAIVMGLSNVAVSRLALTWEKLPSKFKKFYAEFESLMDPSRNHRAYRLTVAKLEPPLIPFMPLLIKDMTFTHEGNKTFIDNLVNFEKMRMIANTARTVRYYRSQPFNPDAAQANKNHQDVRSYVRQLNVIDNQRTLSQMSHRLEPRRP
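Each well held 100 nM EPAC2, 250 nM RAP1B-BODIPY-GDP and 50 uM GDP. Fluorescence, read at 5-min intervals to 30 min, was referenced to a 6.5 mM cAMP positive control.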
FUS yeast rescue = rescues growth of FUS-expressing yeast; S. cerevisiae FUS-expressing, growth rescue, OD600, 24 h; Potency, µM (series often up to 76.6 µM), inactives show top-dose growth rescue (activation), hits mostly activators; 390,000 tested, 0.24% active;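 further: potency means the concentration at half of the fitted maximal effect; plate controls were DMSO vehicle for no effect and reference control for full effect; nearly all actives have a fitted effect of over 55% in size; some results filed as inactive show a strong effect at the top dose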
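Cultures pregrown in 2.5% raffinose medium are shifted to minimal medium containing 2% galactose to express toxic FUS. Compounds are tested at several concentrations. After 24hr at 30C, growth is quantified at 600 nm absorbance.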
Abeta yeast res = compounds reversing amyloid beta toxicity in yeast; 410,000 tested, 0.063% active; Potency, µM (series often up to 46.1 µM), inactives show at the highest dose growth rescue, hits mostly activators; yeast expressing A-beta42, growth rescue, OD600, 48 h; response scale: 0% DMSO, 100% iron-clioquinol control; AID 1347071; further: potency means the concentration at half of the fitted maximal effect; nearly all actives have a fitted effect of over 55% in size
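Yeast growth medium received pinned compounds, then yeast cells expressing toxic A-beta were added; plates incubated at 30 C for 48 hr. Growth read as absorbance at 600 nm, normalized to DMSO and equimolar FeCl3 plus clioquinol controls.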
DRD3 agonist = D3 dopamine receptor (human) agonism. P35462. max activation, %. D3R DiscoveRx beta-arrestin cells, luminescence, 90 min. AID 652048. 410,000 tested, 0.58% active; in the data active means max activation above about 30%; further: 0% is about no effect; mostly tested at two doses, the higher about 12 µM
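Agonist-mode cell screen: cells plated at 1500/well and incubated overnight at 37 °C, then exposed to library compounds for 90 min at 37 °C. Detection reagent was added for 30–60 min at room temperature, and luminescence was read.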
EPAC2 antag = antagonists of human EPAC2; 360,000 tested, 0.18% active; EPAC2 GEF exchange of Rap1B-BODIPY-GDP, fluorescence; Q8WZA2; Potency, µM (doses to about 114 µM), for inactives: at the highest dose activity, negative = inhibition, hits mostly inhibitors; AID 720708; further: potency means the concentration at half of the fitted maximal effect; on the % scale 0 is the no-effect control and ±100 the full control effect; nearly all actives have a fitted effect of over 45% in size; many of its hits are not listed in these tables
aSyn rescue = inhibitors of alpha-synuclein toxicity in yeast; Yeast expressing alpha-synuclein, growth rescue, BacTiter-Glo, 24 h; Potency, µM (top dose mostly 46.1 µM), for the others: at the highest dose growth rescue (activation), usual class: activators; 370,000 tested, 0.14% active; further: potency means the concentration at half of the fitted maximal effect; % of control where 0% means no effect; nearly all actives have a fitted effect of over 65% in size
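Screening used galactose-induced yeast with toxic alpha-synuclein levels, exposed to compound for 24 hr at 30 deg C. Cell growth, read with BacTiter-Glo luminescence, gave the measured signal.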
TDP-43 yeast inh = TDP-43 toxicity inhibition in yeast; Potency, µM (doses to about 46.1 µM), for the others: at the top dose growth rescue (activation), most hits filed as activators; TDP-43 expressing yeast growth rescue, BacTiter-Glo, 24 h; 410,000 tested, 1.8% active; further: potency means the concentration at half of the fitted maximal effect; % of control where 0% means no effect; nearly all actives have a fitted effect of over 50% in size
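Yeast cells expressing TDP-43 under galactose induction are exposed to compounds for 24 hr at 30 deg C. BacTiter-Glo luminescence measures growth, so protective compounds score as activators.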
DRD3 antagonist = blocks the human D3 dopamine receptor. AID 652054. max response, negative = inhibition, %. 360,000 tested, 2.5% active. D3R cells, DiscoveRx beta-arrestin luminescence, antagonist mode; active compounds read low. P35462; in the data active means max response below about -50%; inconclusive means no clear call, values can overlap the other calls; further: on the % scale 0 is the no-effect control and ±100 the full control effect; mostly tested at two doses, the higher about 12 µM
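Cells plated overnight at 1500 cells/well, then exposed to library compounds with dopamine controls for 90 minutes at 37 degrees C. DiscoveRx reagent added for 30–60 minutes at room temperature; luminescence read, quantitative HTS format.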
Active calls of the source: *; ? = inconclusive; / = not tested or not shown; & = joins results of further samples; [ ] = remark or other dose. Unless noted, the call rests on the fitted dose curve; in most records, active means well fitted curve in the direction sought with a large enough effect; inconclusive means small, poorly fitted or top-dose-only effect, or another doubt; inactive means no such curve, though single readings can be large; an effect the other way counts as inactive or inconclusive. The list is partial (hit frequency here may not be typical).

Second line of a record – EPAC2 agonist | FUS yeast rescue | Abeta yeast res | DRD3 agonist | EPAC2 antag | aSyn rescue | TDP-43 yeast inh | DRD3 antagonist
CCc1ccccc1N1CSC2=C(C#N)C(c3cc(OC)c(OC)cc3OC)CC(=O)N2C1 (stereo unspecified)
    7.9% | ? | -14.8% | -1.3 | 12.4% | -5.6% | 0.0316µM* | -67.9*
Cc1ccccc1NC(=O)c1c(NC(=O)c2ccccc2)sc2c1CCC2
    / | -13.6% | 1.3% | -6.8 | / | / | 7.6% | /
O=C1CCC(C(=O)N(CCO)Cc2ccccc2)CN1CC1CCCCC1 (stereo unspecified)
    9.0% | / | -8.1% | 2.0 | 4.8% | -1.3% | -4.2% | -13.2
COc1ccc([C@@H]2[C@@H]3C(=O)N(C(C)(C)C)C(=O)[C@@H]3[C@]3(Cc4ccccc4)C(=O)N(c4cccc(F)c4)C(=O)N23)cc1
    3.9% | ? | -7.9% | 0.0 | 10.0% | 5.4% | 15.3% | 0.3
Cc1cccc2nc(CSc3nc4[nH]ncc4c(=O)n3-c3ccccc3Cl)cc(=O)n12
    2.8% | / | -8.9% | -0.9 | 11.5% | -1.1% | 5.3% | -22.1
CC(Sc1ccc(S(=O)(=O)N2CCN(C)CC2)cn1)C(=O)Nc1cccc(Cl)c1Cl (stereo unspecified)
    14.3% | 14.0% | 13.0% | -4.5 | -1.0% | 2.1%[1.84 µM] | 6.2% | 0.5
COc1ccc(CCNC(=S)Nc2cccc(C)c2C)cc1
    3.8% | / | -6.2% | 2.9 | -6.3% | ? | ? | -15.5
CNC(=O)OCN1C(=O)C2CC=CCC2C1=O (stereo unspecified)
    -3.1% | 18.9% | 2.5% | -12.3 | 2.8% | -0.6% | -16.7% | -10.0
O=C1CN(C(=O)CSc2nnc(-c3ccccc3)n2Cc2ccc3c(c2)OCO3)c2ccccc2N1
    2.4% | 12.0% | -4.9% | -1.1 | 1.2% | 3.8% | -2.0% | -0.6
O=C(Nc1ccccc1Cl)N(Cc1nc2ccccc2c(=O)[nH]1)Cc1cccs1
    0.1% | 18.2% | -1.7% | -0.4 | -16.0% | -0.7% | -14.0% | -4.1
COc1ccc2[nH]c(=O)c(CN(CC3CCCO3)C(=S)Nc3cccc(C)c3)cc2c1 (stereo unspecified)
    -6.1% | 9.5% | -2.4% | 2.1 | -7.1% | -0.3% | -3.6% | 3.7
O=C(O)CN1C(=O)/C(=C/c2ccccc2Br)Oc2ccccc21
    -0.9% | -18.4% | -8.9% | -1.9 | -13.6% | -1.7% | -10.6% | 9.7
CC1CCN(C(=O)COC(=O)c2nn(C)c(=O)c3ccccc23)CC1
    5.9% | 0.6% | -9.5% | -1.7 | 0.3% | 14.1% | -19.8% | -3.8
Cc1nnc(C)c2c(C)n(N)c(C)c12
    9.4% | -0.6% | -2.4% | 14.9 | 7.0% | 5.6% | -1.1% | 14.7
Cc1ccc(C(=O)NCCOc2cccc3cccnc23)cc1Cl
    2.7% | -7.4% | -1.2% | -13.2 | 5.1% | 1.2% | 15.2% | 6.5

Brought forward from above: 2 compounds, then new ones.
Second line of a record – EPAC2 agonist | FUS yeast rescue | Abeta yeast res | DRD3 agonist | EPAC2 antag | aSyn rescue | TDP-43 yeast inh | DRD3 antagonist
Cc1nnc(C)c2c(C)n(N)c(C)c12
    9.4% | -0.6% | -2.4% | 14.9 | 7.0% | 5.6% | -1.1% | 14.7
Cc1ccc(C(=O)NCCOc2cccc3cccnc23)cc1Cl
    2.7% | -7.4% | -1.2% | -13.2 | 5.1% | 1.2% | 15.2% | 6.5
CN1C(=S)SC(/[N+]([O-])=C\c2ccccc2F)C1(C)C (stereo unspecified)
    13.6% | 9.1% | 26.4% | -0.1 | 8.8% | -3.5% | -7.1% | -11.5
Cc1ccc(C)c(SCC(=O)NNC(=O)c2ccccc2)c1
    -12.2% | -5.4% | 17.4% | 18.7 | -4.6% | 8.3% | 25.6% | 4.2
Cn1c(CCCOc2ccc(Cl)cc2Cl)nnc1SCC(=O)Nc1ccc(F)c(Cl)c1
    -11.1% | / | 12.4% | 4.1 | -3.6% | 5.6% | 16.9% | 20.8
Cc1ccc(S(=O)(=O)N2CCN(C(=O)c3ccc(COc4ccccc4)o3)CC2)cc1
    10.3% | 7.5% | 5.0% | 2.9 | 8.2% | -3.1% | 19.8% | 6.5
COc1ccc(NC(=O)C(C)N2C(=O)c3ccccc3C2=O)cc1S(=O)(=O)N1CCOCC1 (stereo unspecified)
    -2.0% | 11.7% | 5.6% | -5.8 | 2.5% | 3.5% | -4.9% | 11.2
CCCN(CC(=O)Nc1ccccc1C)C(=O)CCNC(=O)c1ccccc1Cl
    2.3% | 5.6% | -8.5% | -6.4 | 8.7% | 7.4% | 1.1% | 5.5
CCOc1ccc(NC(=O)c2ccccc2NC(=O)c2cccnc2)cc1
    -4.0% | 7.0% | 9.1% | -6.2 | 2.7% | 7.1% | 15.2% | -3.3
O=C(O)c1cccc2sc3cc(Cl)ccc3c(=O)c12
    10.4% | -7.8% | 7.5% | 5.5 | 6.1% | 5.9% | 0.0% | -5.5
CC1(C)CC(=O)C(CC2=C(O)CC(C)(C)CC2=O)C(=O)C1
    4.8% | -4.1% | -6.4% | 3.5 | 4.2% | -10.4% | 0.0% | -13.3
COc1cccc(NC(=O)CSc2nc3ccccc3n2C)c1
    12.7% | 15.3%&18.4% | -7.5%&-0.2% | -3.4&3.0 | -4.3%[57.1 µM] | 10.5% | 23.2%&0.0% | -1.5
CCn1c(=N)n(CC(=O)c2cccc(OC)c2)c2ccccc21
    1.5% | / | -17.4% | -0.7 | -5.0% | 2.2% | 20.1% | 3.6
COc1ccc(CSCCNC(=S)Nc2ccccc2)cc1Cl
    19.0% | 28.9% | ? | -6.1 | -9.5% | 3.5% | 20µM* | -11.6

In the list so far, these contain an aryl thioether with sulfur outside any ring.
Second line of a record – EPAC2 agonist | FUS yeast rescue | Abeta yeast res | DRD3 agonist | EPAC2 antag | aSyn rescue | TDP-43 yeast inh | DRD3 antagonist
Cc1cccc2nc(CSc3nc4[nH]ncc4c(=O)n3-c3ccccc3Cl)cc(=O)n12
    2.8% | / | -8.9% | -0.9 | 11.5% | -1.1% | 5.3% | -22.1
CC(Sc1ccc(S(=O)(=O)N2CCN(C)CC2)cn1)C(=O)Nc1cccc(Cl)c1Cl (stereo unspecified)
    14.3% | 14.0% | 13.0% | -4.5 | -1.0% | 2.1%[1.84 µM] | 6.2% | 0.5
O=C1CN(C(=O)CSc2nnc(-c3ccccc3)n2Cc2ccc3c(c2)OCO3)c2ccccc2N1
    2.4% | 12.0% | -4.9% | -1.1 | 1.2% | 3.8% | -2.0% | -0.6
Cc1ccc(C)c(SCC(=O)NNC(=O)c2ccccc2)c1
    -12.2% | -5.4% | 17.4% | 18.7 | -4.6% | 8.3% | 25.6% | 4.2
Cn1c(CCCOc2ccc(Cl)cc2Cl)nnc1SCC(=O)Nc1ccc(F)c(Cl)c1
    -11.1% | / | 12.4% | 4.1 | -3.6% | 5.6% | 16.9% | 20.8
COc1cccc(NC(=O)CSc2nc3ccccc3n2C)c1
    12.7% | 15.3%&18.4% | -7.5%&-0.2% | -3.4&3.0 | -4.3%[57.1 µM] | 10.5% | 23.2%&0.0% | -1.5

Screening results deposited in PubChem by National Center for Advancing Translational Sciences (NCATS).
